# CHRM5 antagonist – antagonists of human muscarinic M5 receptor (CHRM5) | P08912 | CHO-hM5 cells, Fluo-8 calcium fluorescence, ACh EC80 | inhibition, % at 3 µM | hit rate 0.59% among 360,000 | AID 624040;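 active means inhibition above a per-plate cutoff, the mean of that plate's test compounds plus 3 SD, cut at about 27% in these data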;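 further: 0% = acetylcholine EC80 with DMSO and 100% = DMSO without agonist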
# M4 antag – antagonists of human muscarinic M4 receptor (CHRM4). hit rate 0.73% among 360,000. inhibition, % at 3 µM. CHO-hM4 cells, ACh EC80, Fluo-8 calcium fluorescence. AID 624125. P08173;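 active means inhibition above its plate's cutoff, the mean inhibition of sample wells plus 3 SD, cut at about 27% in these data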;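 further: 0% = acetylcholine EC80 with DMSO and 100% = DMSO without agonist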
# CHRM4 PAM – positive allosteric modulators of human muscarinic M4 receptor. P08173. activation, % at 3 µM. AID 624126. hit rate 0.4% among 360,000. CHO-K1 hM4/Gqi5, Fluo-8 calcium fluorescence, ACh EC20; 0% = ACh EC20, 100% = maximal ACh;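 active means activation above its plate's cutoff, the mean activation of sample wells plus 3 SD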; further: some results filed as inactive read as strong as hits
# CHRM5 PAM – CHRM5 positive allosteric modulation; P08912; CHO-K1 hM5, Fluo-8 calcium, ACh EC20 PAM; 0% = ACh EC20, 100% = ACh EC100; activation, % at 3 µM; hit rate 0.3% among 360,000;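 active means activation above the run cutoff, the mean activation of all test compounds plus 3 SD, cut at about 18% in these data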
#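 Assay system – human M5 receptor in CHO-K1 cells · Read-out – % activation, ACh-normalized · Technique – Fluo-8 calcium fluorescence · Dosing – single-point, 3 µM nominal · Incubation – Fluo-8 loading 80 min at 37 °C plus 30 min room temperature · Repeats – singlicate, one well per test compound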
# CHRM5 agonist – CHRM5 agonism in calcium assay; CHO-K1 hM5 cells, Fluo-8 calcium fluorescence; 0% DMSO wells, 100% maximal acetylcholine response; activation, % at 3 µM; hit rate 0.19% among 360,000;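 active means activation above the run's mean over test compounds plus 3 SD, cut at about 23% in these data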;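 further: signal is peak over basal fluorescence ratio across the kinetic read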
# IDE inh – cellular human IDE inhibition; P14735; AID 434962; HEK cells, FAbetaB cleavage, fluorescence polarization; inhibition, % at 5.59 µM; hit rate 0.41% among 320,000;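 active means percent inhibition above the average of all tested compounds plus 3 SD, set per screening campaign, cut at about 16% in these data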;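 further: IDE supplied by intact live HEK cells; FP after avidin binding of uncleaved biotin substrate so inhibition keeps polarization high; 0% = DMSO wells and 100% = 60 µM reference IDE inhibitor Ii1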
# CRFR2-BP antag – antagonists of CRF-binding protein/CRF-R2 receptor complex; HEK293 CRF-R2/CRF-BP, CRF-induced calcium fluorescence; inhibition, % at 11.8 µM; hit rate 0.59% among 350,000; AID 588475;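 active means inhibition of the ligand-induced calcium signal above about 50% at the single tested concentration, limit read from the data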
# M4 ag – CHRM4 agonism in calcium assay | AID 624127 | P08173 | CHO-K1 hM4/Gqi5, Fluo-8 calcium fluorescence; vehicle 0%, full acetylcholine response 100% | activation, % at 3 µM | hit rate 0.14% among 360,000;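 active means activation above the run mean over all test wells plus 3 SD, cut at about 32% in these data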;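 further: peak over basal fluorescence ratio per well then scaled between controls; 0% = DMSO wells and 100% = acetylcholine at EC100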
# CRFR2-BP ag – agonists of human CRF-binding protein/CRF-R2 receptor complex; HEK293 CRF-R2/CRF-BP, calcium dye fluorescence (FLIPR); percent of saturating CRF peptide response; activation, % at 13.2 µM; hit rate 0.46% among 350,000; AID 588473;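 active means activation of at least 50%, plus an integration ratio under a set limit after plate pattern correction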;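 further: plate controls were neutral control wells without compound for no effect and CRF at EC100 for full effect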
# The depositor's hits bear a star; · = no result given.
SMILES,CHRM5 antagonist,M4 antag,CHRM4 PAM,CHRM5 PAM,CHRM5 agonist,IDE inh,CRFR2-BP antag,M4 ag,CRFR2-BP ag
O=S(=O)(c1cccs1)N1CCc2ccccc2C1,-0.2,1.8,-1.4,3.2,-7.1,7.0,-2.0,0.0,-0.4
CC1Cc2ccccc2N1S(=O)(=O)c1cccc(C(=O)Nc2cccnc2)c1 (stereo unspecified),9.1,-6.0,-17.2,-16.6,-2.2,6.5,5.9,15.0,1.0
O=C(CC(=O)c1cccnc1)c1ccccc1,5.5,-9.0,1.1,-7.7,0.3,·,-22.6,2.8,-1.9
COc1ccc(-n2nc(C(=O)NCC(=O)N3CCN(c4ccccc4F)CC3)c3ccccc3c2=O)cc1,-3.9,6.1,3.0,1.3,-1.5,3.4,6.1,1.8,-3.0
O=C(NCc1ccccc1)C1=C[C@H](c2ccc3c(c2)OCO3)C[C@H](OCc2ccc(CO)cc2)O1,12.8,-10.4,-8.6,-15.0,-1.8,-4.8,0.5,11.7,1.1
Cc1nnc(SCC(=O)NCc2ccco2)n1-c1ccccc1,9.3,3.9,6.1,-3.4,0.0,4.0,15.1,-0.1,-0.1
Cc1ccc(/C=C/C(=O)NCc2ccccn2)o1,6.7,8.2,4.5,-2.9,-3.3,0.5,21.6,0.2,2.1
O=C(CN1CCN(c2ccc(F)cc2)CC1)Nc1ccccc1,-0.6,1.5,2.1,1.8,0.5,3.8,0.1,0.0,-0.6
O=C(Cn1cc(S(=O)(=O)N2CCCC2)c(S(=O)(=O)N2CCCC2)c1)NCc1ccco1,-2.0,-4.3,-2.0,1.5,-1.0,-2.7,-11.6,1.9,8.2
Cc1c(Cl)cccc1NC(=O)CCN1CCCC(C)C1 (stereo unspecified),-1.6,1.0,3.2,-4.8,-2.1,-1.9,-0.9,0.4,-1.3

# Reprinted from the part before: two entries; new compounds follow.
SMILES,CHRM5 antagonist,M4 antag,CHRM4 PAM,CHRM5 PAM,CHRM5 agonist,IDE inh,CRFR2-BP antag,M4 ag,CRFR2-BP ag
O=C(Cn1cc(S(=O)(=O)N2CCCC2)c(S(=O)(=O)N2CCCC2)c1)NCc1ccco1,-2.0,-4.3,-2.0,1.5,-1.0,-2.7,-11.6,1.9,8.2
Cc1c(Cl)cccc1NC(=O)CCN1CCCC(C)C1 (stereo unspecified),-1.6,1.0,3.2,-4.8,-2.1,-1.9,-0.9,0.4,-1.3
CC(=O)c1cccc(NC(=O)NC(C)c2ccncc2)c1 (stereo unspecified),6.1,-4.6,16.7,-1.0,0.8,-3.3,5.5,0.8,-2.2
CCCc1nc2c(s1)CCc1onc(-c3ccc(Cl)cc3)c1-2,11.1,-0.3,0.6,2.4,-1.8,0.7,9.0,-0.3,4.3
Cc1nc(-c2c(C(F)(F)F)noc2-c2ccc(O)cc2O)cs1,5.4,0.8,8.0,-1.6,-3.5,2.9,54.2*,3.1,-8.1
Cc1cc(/C=C2\Cc3ccccc3C2=O)c(C)n1-c1ccccc1,2.5,0.3,-7.3,-1.4,0.2,9.6,-95.6,3.3,15.6
O=C(CCOc1ccccc1)Nc1ccc(Br)cc1,-3.0,0.8,-4.5,0.4,-5.8,5.2,13.6,0.5,-0.1
Cc1nc(N)ncc1C(=O)Nc1ccccc1,2.4,1.5,0.3,2.4,-1.6,4.1,7.8,1.4,-0.1
COC(=O)c1ccc(C(c2c(N)n(CC(C)C)c(=O)[nH]c2=O)N2CCN(c3ccccc3)CC2)cc1 (stereo unspecified),-1.0,-6.1,8.0,-3.4,-9.5,1.7,-2.0,0.5,-1.1
Cc1ccccc1-n1ncc(C(C)NC(=O)c2ccco2)c1C (stereo unspecified),4.5,-13.8,-0.1,-8.4,-2.3,-1.3,-5.1,1.1,-0.9
Cc1ccc(S(=O)(=O)n2c(C)nc3ccccc32)cc1,3.6,0.0,-5.7,-1.2,-17.0,-0.6,25.9,-0.4,0.1
Cc1cccc(NC(=S)NC2CC3CCCC(C2)N3Cc2cccs2)c1C (stereo unspecified),-3.0,2.7,-10.3,-4.5,-4.8,4.9,-8.4,0.3,-0.5

# Overlap with the part before: two entries, then new ones.
SMILES,CHRM5 antagonist,M4 antag,CHRM4 PAM,CHRM5 PAM,CHRM5 agonist,IDE inh,CRFR2-BP antag,M4 ag,CRFR2-BP ag
Cc1ccc(S(=O)(=O)n2c(C)nc3ccccc32)cc1,3.6,0.0,-5.7,-1.2,-17.0,-0.6,25.9,-0.4,0.1
Cc1cccc(NC(=S)NC2CC3CCCC(C2)N3Cc2cccs2)c1C (stereo unspecified),-3.0,2.7,-10.3,-4.5,-4.8,4.9,-8.4,0.3,-0.5
Cn1nc(C(F)(F)F)c(-c2ccc(Br)cc2)c1NC(=O)CSCC(=O)O,15.5,-3.0,11.8,-1.0,-2.0,2.7,33.5,0.4,3.8
Cc1noc(C)c1C(=O)N1CCC1(C)C(=O)NS(=O)(=O)c1cccc(OC(F)F)c1 (stereo unspecified),3.1,-11.9,8.6,-0.6,0.8,·,·,0.3,·
CCC(c1nnnn1C1CCCC1)N1CCN(C/C=C/c2ccccc2)CC1 (stereo unspecified),8.0,-3.3,-3.5,-12.3,-5.9,·,·,5.2,·
Cc1ccc(C(=O)COC(=O)CNC(=O)c2ccc(N3C(=O)c4ccccc4C3=O)cc2)cc1C,9.2,2.2,3.6,2.2,-0.5,0.8,16.7,1.0,-1.0
Cc1ccc(CSc2nnc(-c3ccc4c(c3)OCO4)o2)cc1,6.4,2.7,4.0,0.3,-1.6,-1.0,14.5,0.1,-1.2
COC(=O)c1ccc(C(=O)N2CCCC(Nc3ccc(C(C)C)cc3)C2)cc1 (stereo unspecified),2.1,3.4,-4.3,-0.3,-0.2,3.8,-16.9,3.5,-2.4
O=C(CSc1nnc2c(n1)[nH]c1ccccc12)Nc1ccc2c(c1)OCO2,8.1,5.1,5.2,-1.4,-2.8,-0.3,12.8,5.1,4.8
Cc1nc(COc2cccc(Cl)c2)sc1C(=O)/C=C/N(C)C,-0.1,-9.5,12.1,0.9,0.2,0.3,2.5,1.5,-0.1
COc1cc(C(=O)NNC(=O)COc2ccc(Br)cc2)ccc1OCC(=O)N1CCOCC1,10.0,3.4,9.0,6.5,4.7,·,7.3,0.8,0.2
CCc1noc(C)c1C(=O)N1CCC(CCC(=O)Nc2cccc(OC)c2)CC1,-0.3,-4.0,-2.5,1.6,-2.2,-1.6,-7.1,2.1,1.0
Cc1ccc(S(=O)(=O)N2CCN(c3c([N+](=O)[O-])cc(C(F)(F)F)cc3[N+](=O)[O-])CC2)cc1,6.3,-1.9,7.8,-3.0,-0.8,3.5,-9.2,0.0,1.2
CCNC(=S)N/N=C(\C)c1cccc(C(F)(F)F)c1,7.0,4.9,-4.0,12.3,-0.6,0.7,-6.9,0.1,-2.2
COc1ccc(C(=O)N(C)CC(=O)Nc2cccc(F)c2)cc1S(=O)(=O)NC1CCCC1,-1.7,-3.6,4.7,4.0,3.2,-2.0,18.3,0.5,-1.3
CCOc1ccccc1COC(=O)c1cccc(-n2cnnn2)c1,3.5,2.5,-7.2,-7.5,-3.7,1.6,31.8,0.1,0.4
O=C(/C=C/[C@H]1O[C@@H](n2ccc(=O)[nH]c2=O)[C@H](O)[C@@H]1O)NCc1ccco1,13.5,4.4,4.9,2.1,-0.4,·,·,0.2,·
O=C(CN1CCCCC1)Nc1nc(-c2ccc(Cl)cc2)cs1,7.1,5.6,-3.0,-1.9,-6.4,·,10.6,-0.5,1.6
C=CCOC(=O)COc1ccc2c3c(c(=O)oc2c1)CCCC3,0.3,3.5,-3.5,-2.0,2.7,·,-6.5,4.5,2.4
O=C(NCc1nnc2c(C(F)(F)F)cc(Cl)cn12)C1CCCC1,8.8,-3.4,4.8,2.7,-3.4,0.1,-1.1,0.3,1.8
COc1ccc(-c2cc(C)nc3nc(N)nn23)cc1,0.7,4.5,-1.2,7.4,-6.0,9.3,-4.8,0.2,4.0
Nc1nc(-c2ccc(S(=O)(=O)N3CCCCC3)cc2)cs1,6.9,-1.9,-6.2,-15.2,7.4,-6.5,10.6,12.4,-1.8
O=C(c1cnn(-c2ccccc2)c1)c1ccc2ccccc2c1O,-5.1,-0.6,3.0,3.3,-0.7,4.4,-12.4,0.2,0.5
C[C@@H]1CN([C@@H](C)CO)C(=O)CCCn2nncc2CO[C@@H]1CN(C)S(C)(=O)=O,7.0,1.5,-1.4,-3.1,0.0,·,8.2,0.2,6.8
N#Cc1ccc(OCC(=O)NCCc2ccc(S(N)(=O)=O)cc2)cc1,6.1,1.4,1.0,-6.0,0.1,-0.4,4.4,0.3,-1.3
CCN(CC)C(=O)COc1cccc2ccccc12,-2.6,19.7,29.0*,10.6,-3.4,7.3,2.7,0.5,-2.1
CC1(C)Cc2cccc(OC(=O)NC3CCCCC3)c2O1,1.0,6.6,3.1,-0.2,5.9,·,·,0.3,·
CCN(CC)C(=S)Nc1cc(C(=O)OC)ccc1C(=O)OC,6.4,5.7,3.9,0.2,-0.7,4.6,8.5,1.2,0.1
COCCNC(=O)C(c1ccc(C)cc1)N(CCOC)C(=O)CCC(=O)Nc1nccs1 (stereo unspecified),2.0,-7.1,3.4,3.2,0.1,-5.6,1.1,-0.1,-0.7
Cc1cc(SCC(=O)Nc2cccc(S(N)(=O)=O)c2)c(C)cc1Br,11.1,0.9,3.6,-5.0,5.5,0.9,102.9*,5.4,1.8
CN(Cc1ccccc1)C(=O)c1[nH]cnc1C(=O)NCc1ccccc1,9.3,-7.4,7.1,-4.9,1.1,8.4,-8.6,1.9,-3.6
COc1ccc(S(=O)(=O)Nc2cccc(-c3ccc(N4CCCCCC4)nn3)c2)c(OC)c1,1.1,7.1,-1.7,-0.7,-5.1,3.6,10.0,0.9,0.3
O=C(Nc1cccc(C(F)(F)F)c1)c1scc2c1OCCO2,8.5,-7.5,-0.1,1.9,-0.6,3.0,0.8,0.2,0.7
CC[N+]1=C(C)C(C)(C)c2cc(C)ccc21,24.6,14.8,-12.8,-16.8,3.5,7.8,-22.6,7.0,15.0
COc1ccc(NC(=O)c2nn(C)c(C(=O)Nc3ccc(OC)cc3)c2[N+](=O)[O-])cc1,3.9,10.0,-3.8,-4.1,2.6,-1.3,5.8,2.8,1.9
O=S(=O)(c1ccc2nnn(OCc3ccccc3)c2c1)N1CCOCC1,13.6,-4.1,1.9,-2.9,1.3,4.3,1.3,3.1,-1.8
CCC[N+]1(CC#CCC(c2ccccc2)c2ccccc2)CCCCC1,13.8,27.0*,-17.5,-15.2,-5.1,-4.1,-1.1,1.1,-0.3
CCOC1=C2CN(S(=O)(=O)c3ccc(C)cc3)[C@H](c3ccccc3)C[C@H]2[C@H]2C(=O)N(c3ccccc3)C(=O)[C@H]2C1,1.6,-5.3,1.2,1.4,0.9,·,·,0.2,·
CCOc1ccccc1NC(=O)c1nc(S(=O)(=O)Cc2ccccc2)ncc1Cl,12.8,-1.8,-1.6,-5.9,-5.2,0.1,37.5,1.0,-0.5
CCN(CC(=O)NC1CCS(=O)(=O)C1)S(=O)(=O)c1cccc(C(C)=O)c1 (stereo unspecified),4.2,0.8,6.6,0.9,1.8,1.3,4.8,2.2,-2.0
N#C/C(=C\c1cccs1)C(=O)Nc1nccs1,-8.1,-1.4,-6.1,-0.5,0.2,4.3,-5.8,2.0,0.2
O=C(NCc1ccncc1)c1ccc(NS(=O)(=O)c2ccc(F)cc2)cc1,6.9,-0.6,1.3,-9.0,1.1,4.6,-5.1,-1.1,0.1

# Random draw from the library (roughly 2.9% active in at least one column).
